From PubChem
NSD2 inh – blocks human histone methyltransferase NSD2. O96028. NSD2 peptide methylation, AlphaScreen, 120 min. inhibition, % at 12.5 µM. 0.54% of 310,000 active; in the data active = inhibition above about 50%
LANA DNA inh – inhibitors of KSHV LANA C-terminal domain DNA binding; MBP-C-LANA/FAM-LBS DNA binding, fluorescence polarization; 0.078% of 340,000 active; inhibition, % at 9 µM; AID 504423;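 active = highest replicate inhibition at or above 60% at 9 µM, even if other replicates fall short; inactive = all replicates below 60% inhibition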;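 note: 0% = neutral control wells and 100% = 4 µM acridine orange control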
RTF Ca sens inh – cardiac RTF calcium desensitization; P19429+P45379; inhibition, % at 7.15 µM; IANBD-labeled cardiac RTF, Ca2+ fluorescence; 0.12% of 340,000 active; AID 493244;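 active = inhibition above the mean inhibition of all tested compounds plus 3 SD, cut at about 17% in these data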;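 note: assay run at fixed EC70 calcium of 1.6 mM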
SR-BI DiI inh – inhibitors of mouse SR-BI mediated HDL lipid uptake. Q61009. ldlA[mSR-BI] CHO cells, DiI-HDL uptake fluorescence, 3 h. inhibition, % at 12.5 µM. 0.96% of 320,000 active;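 active = mean replicate inhibition of at least 70% and a set share of replicates each scoring 70 or more; inconclusive = meets just one of the two criteria; inactive = fails both criteria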;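 note: 0% = median of neutral control wells and 100% = median of positive control wells; values of inactives mirror those of a sister screen read the other way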
Target sequence (Q61009 whole entry, looked up): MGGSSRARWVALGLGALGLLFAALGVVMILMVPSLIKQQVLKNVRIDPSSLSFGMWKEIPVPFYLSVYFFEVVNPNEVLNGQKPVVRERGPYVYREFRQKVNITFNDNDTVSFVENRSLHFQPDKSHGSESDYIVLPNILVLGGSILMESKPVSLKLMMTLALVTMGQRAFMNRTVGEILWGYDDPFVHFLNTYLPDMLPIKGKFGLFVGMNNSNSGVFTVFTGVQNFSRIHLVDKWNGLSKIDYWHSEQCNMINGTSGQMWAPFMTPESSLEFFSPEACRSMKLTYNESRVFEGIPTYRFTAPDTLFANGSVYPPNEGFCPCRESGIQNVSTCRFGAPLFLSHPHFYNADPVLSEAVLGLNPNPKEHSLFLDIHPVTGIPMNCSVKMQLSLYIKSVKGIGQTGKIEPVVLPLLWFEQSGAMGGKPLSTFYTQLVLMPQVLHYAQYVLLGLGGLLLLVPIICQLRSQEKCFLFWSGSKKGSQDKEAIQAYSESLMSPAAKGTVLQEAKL
PKA-R2B act – PKA-R2B complex activation. P22694+P31323. PKA-R2B holoenzyme dissociation, Cy5-IP20 fluorescence polarization; R2B truncated from residue 108, S112A mutant; 0% DMSO only, 100% 113 µM cGMP. activation, % at 11.4 µM. 0.079% of 340,000 active. AID 504700;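 active = activation above a cutoff set at the mean over all compounds plus 3 SD, cut at about 18% in these data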;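 note: higher means more holoenzyme dissociation and a rise in polarization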
Target sequence (P31323 whole entry, looked up, other chains not shown, the tested form may be a part): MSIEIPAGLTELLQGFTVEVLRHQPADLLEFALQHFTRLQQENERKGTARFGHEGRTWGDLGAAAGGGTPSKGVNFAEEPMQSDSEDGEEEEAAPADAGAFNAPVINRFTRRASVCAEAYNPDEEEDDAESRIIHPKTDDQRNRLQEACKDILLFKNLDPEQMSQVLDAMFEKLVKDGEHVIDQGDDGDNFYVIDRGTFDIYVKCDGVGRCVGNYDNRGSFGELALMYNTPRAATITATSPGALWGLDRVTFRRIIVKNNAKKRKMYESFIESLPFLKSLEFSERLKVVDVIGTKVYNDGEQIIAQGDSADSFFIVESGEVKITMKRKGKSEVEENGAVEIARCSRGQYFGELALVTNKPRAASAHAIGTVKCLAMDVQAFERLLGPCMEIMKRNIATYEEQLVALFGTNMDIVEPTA
Keap1 Nrf2 FP – disrupts human Keap1 binding to Nrf2 peptide; Q14145; Keap1 Kelch-Nrf2 peptide fluorescence polarization, 1536-well; inhibition, % at 9.4 µM; 0.15% of 340,000 active; in the data active = inhibition above about 12%; inconclusive = no clear call, values can overlap the other calls; inactive = below about 7.3%;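 note: human Keap1 Kelch domain with fluorescein labeled Nrf2 9mer peptide probe; 0% = neutral control wells and 100% = peptide positive control; higher means more block of Keap1 binding to Nrf2 peptide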
DAGLB inh – blocks human DAGLB lipase activity | HEK293T DAGLB membrane lysate, EnzChek fluorogenic substrate | Q8NCG7 | AID 504411 | 0.059% of 340,000 active | inhibition, % at 5.17 µM; in the data active = inhibition above about 34%;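 note: 0% = enzyme with vehicle and 100% = wells lacking enzyme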
SR-BI DiI-HDL act – SR-BI HDL lipid transfer activation. CHO ldlA[mSR-BI] cells, DiI-HDL uptake fluorescence, 3 h; 100 = double the neutral-control signal. activation, % at 12.5 µM. 0.096% of 320,000 active. AID 504775;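 active = mean replicate activation of at least 60% and every replicate at or above 60%; inconclusive = mean or all-replicate condition met, but not both; inactive = mean below 60% and not all replicates reaching 60%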;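 note: 0% = median plate neutral-control signal and 100% = twice that signal; values of inactives mirror those of a sister screen read the other way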
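Assay system: LDL receptor-deficient CHO ldlA cells overexpressing murine SR-BI / Medium: BSA-supplemented, HEPES-buffered Ham's F12, pH 7.4 / Probe or stimulus: DiI-labelled HDL at 10 µg/mL final / Timing: compound with DiI-HDL co-incubation, 3 h at 37 °C / Technique: bottom-read cell fluorescence after medium removal, ex 550/em 595 nm / Measure: HDL uptake via cellular fluorescence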
Arr AP2 block – inhibitors of human beta-arrestin and AP2 interaction | FITC-arrestin peptide / GST-AP2 beads, flow cytometry; AP2 beta2 appendage carries R879A mutation | inhibition, % at 10 µM | 0.31% of 340,000 active;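 active = inhibition above a set limit, near 3 SD of compounds lacking own fluorescence, cut at about 54% in these data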;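 note: plate controls were DMSO wells for no effect and 5 µM unlabelled arrestin peptide for full effect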
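System: GST-AP2 R879A glutathione beads. Medium: PBS with 0.05% Tween 20 and 0.1% BSA. Also added: FITC-arrestin peptide, 50 nM. Incubation: 12 min plus 1 h, RT. Measured by: high-throughput flow cytometry of beads, ex 488, em 535 nm. Evaluation: percent drop in bead-associated FITC signal.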
PvdQ inh – blocks Pseudomonas aeruginosa PvdQ acylase activity; purified PvdQ acylase, fluorescence plate reader; inhibition, % at 10 µM; 0.063% of 340,000 active; AID 488965; in the data active = inhibition above about 30%, passing the limit was not always enough; inconclusive = no clear call, values can overlap the other calls;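 note: 0% = vehicle neutral wells and 100% = reference inhibitor wells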
An asterisk follows results filed as active; ? = inconclusive; . = not tested or not shown.

SMILES | NSD2 inh | LANA DNA inh | RTF Ca sens inh | SR-BI DiI inh | PKA-R2B act | Keap1 Nrf2 FP | DAGLB inh | SR-BI DiI-HDL act | Arr AP2 block | PvdQ inh
Cc1cccc(NC(=O)c2cc(NC(=O)C3CC=CCC3C(=O)O)ccc2N2CCOCC2)c1 (centres undefined) | -3 | 0.9 | -6 | 14 | 2 | -1 | 1 | -14 | -15 | -10
Nc1nonc1-n1nnc(C(=O)N/N=C/c2ccncc2)c1-c1cccs1 | 1 | 1.4 | 1 | 27 | -6 | 4 | 3 | -27 | 20 | 0
Cc1c(C(=O)Nc2cccc([N+](=O)[O-])c2)csc1-c1ccccc1 | -1 | -1.3 | -1 | 89* | 3 | -1 | -6 | -89 | 31 | 2
O=C(/C=C/Nc1ccccc1O)c1ccco1 | 30 | -0.5 | 2 | . | -10 | 1 | 1 | . | 13 | -1
O=C(CCN1C(=O)c2ccccc2C1=O)Nc1ccc(S(=O)(=O)NC2=NCCCCC2)cc1 | -1 | -6.3 | 6 | -37 | 8 | -3 | 1 | . | 2 | -16
O=C1CC(C(=O)N2CCOCC2)C2(CCCCC2)O1 (centres undefined) | -2 | -0.7 | -10 | -12 | 8 | 0 | 2 | 12 | -2 | -5
COc1ccccc1NS(=O)(=O)c1ccc(C(=O)NCC2(N(C)C)CCCCC2)cc1 | -1 | -3.3 | -5 | -36 | -12 | -6 | -5 | 36 | -5 | -35
O=C(C[N+]1(CC#Cc2ccccc2)CCCCC1)c1ccc(Cl)cc1 | 0 | -0.2 | 4 | 4 | -11 | -3 | 4 | -4 | -17 | -15
CCOC(=O)C1CCN(c2nc3ccccc3nc2C(C#N)C(=O)OC(C)C)CC1 (centres undefined) | 1 | 0.6 | 2 | 9 | -2 | 1 | -1 | -9 | 6 | -2
CC(=O)c1ccc(N(C(=O)CNC(=O)c2ccco2)C(C(=O)NC2CCCC2)c2ccco2)cc1 (centres undefined) | 5 | -0.2 | 2 | -24 | -11 | -4 | -4 | 24 | 13 | 6
O=[N+]([O-])c1ccccc1Oc1ncccc1[N+](=O)[O-] | 2 | -2.4 | -7 | -20 | -2 | -1 | 3 | 20 | 18 | -9
COc1ccc(-n2cnc3cc([N+](=O)[O-])ccc32)cc1 | 2 | 0.3 | 8 | 26 | 3 | -4 | -1 | -26 | 20 | 5

2 of these compounds in another layout.
SMILES,NSD2 inh,LANA DNA inh,RTF Ca sens inh,SR-BI DiI inh,PKA-R2B act,Keap1 Nrf2 FP,DAGLB inh,SR-BI DiI-HDL act,Arr AP2 block,PvdQ inh
O=C(CCN1C(=O)c2ccccc2C1=O)Nc1ccc(S(=O)(=O)NC2=NCCCCC2)cc1,-1,-6.3,6,-37,8,-3,1,.,2,-16
O=C1CC(C(=O)N2CCOCC2)C2(CCCCC2)O1 (centres undefined),-2,-0.7,-10,-12,8,0,2,12,-2,-5

Remaining list, next part:
SMILES | NSD2 inh | LANA DNA inh | RTF Ca sens inh | SR-BI DiI inh | PKA-R2B act | Keap1 Nrf2 FP | DAGLB inh | SR-BI DiI-HDL act | Arr AP2 block | PvdQ inh
COc1cc(NC(=O)c2cc(-c3ccccc3)on2)cc(OC)c1OC | 10 | -0.8 | 6 | 46 | 8 | 1 | -4 | -46 | 25 | 2
CCOC(=O)c1c(NC(=O)CN2CCCCC2)sc2c1CCCC2O (centres undefined) | . | 1.7 | -8 | 27 | -9 | -3 | -7 | -27 | 1 | -15
CCC(C(=O)NCCc1ccc(S(N)(=O)=O)cc1)c1ccccc1 (centres undefined) | 0 | 0.1 | 0 | 3 | -13 | -3 | -1 | -3 | 37 | 7
CCCn1c(=NC(=O)c2ccncc2)c(C#N)cc2c(=O)n3cccc(C)c3nc21 | . | -0.4 | -1 | . | -8 | 4 | -5 | . | -5 | 4
COc1ccc(/C=C/C(=O)c2cc(F)ccc2OC(=O)c2ccccc2OC)cc1OC | 2 | -1.1 | 5 | 49 | 4 | -1 | -1 | -49 | -5 | -2
C/C(=N\NC(=S)Nc1ccc(C(C)C)cc1)c1ccc2c(c1)OCO2 | . | 1.9 | -29 | 29 | -5 | 1 | -4 | -29 | 14 | -3
O=C(c1ccccc1)c1nnc(-c2ccncc2)o1 | 1 | 0.4 | 2 | -15 | 1 | 2 | 1 | 15 | 3 | -8
CC1CCCCN1C(=S)NCCc1ccccc1 (centres undefined) | -8 | 0.4 | -5 | 12 | -6 | -2 | 1 | -12 | 5 | -10
CC(C)c1nnc(NC(=O)c2cccs2)s1 | . | -1.2 | 0 | -34 | -6 | 0 | 1 | 34 | -5 | -6
CCn1c(CNC(=O)c2ccc(OC)c(OC)c2)nnc1SCC(=O)Nc1ccccc1 | -1 | 0.5 | 0 | 23 | -2 | 2 | 4 | -23 | -7 | -10
Cc1ccc(-c2[nH]c3ccccc3c2C(C[N+](=O)[O-])c2ccco2)cc1 (centres undefined) | 4 | -1.6 | 1 | ? | 0 | -3 | -3 | -86 | -3 | -5
COc1ccccc1CN1CCCCCC1 | 3 | -2.6 | -12 | -7 | -10 | 4 | -3 | 7 | -2 | 19
Cc1cc(NS(=O)(=O)c2ccc(NC(=O)C(C)Oc3ccc(C(C)C)cc3)cc2)no1 (centres undefined) | . | 0.6 | -6 | -14 | 3 | 1 | 3 | 14 | 12 | -5
Cc1ccc(-c2cc(C(=O)Nc3cccnc3)c3ccccc3n2)o1 | -6 | 0.4 | -2 | 29 | -1 | 2 | 1 | -29 | 11 | 10
COC(=O)c1ccc(N(C(=O)CNC(=O)c2ccco2)C(C(=O)NCC2CCCO2)c2ccc(OC)c(OC)c2)cc1 (centres undefined) | -2 | -0.8 | -12 | . | -1 | 3 | 0 | . | 14 | 0
O=C1CN(C(=O)c2ccccc2)c2ccccc2N1 | -1 | 0.1 | -1 | -14 | 3 | -5 | -1 | 14 | 27 | -1
COc1ccc(-c2cc3ccc(OCc4nn[nH]n4)cc3oc2=O)cc1 | -4 | -1.1 | -7 | 18 | -1 | 1 | 3 | -18 | 5 | -17
Cc1cccc(NC(=O)CSCc2c(C)noc2C)c1C | 2 | 0.8 | -5 | 31 | 1 | -3 | -2 | -31 | -8 | -6
CCCN1CCc2c(sc(NC(=O)CCS(=O)(=O)c3ccccc3)c2C(=O)OC)C1 | 13 | -1.0 | -7 | 3 | 1 | -7 | 0 | -3 | 2 | -17
Nc1c(N(Cc2ccccc2)C(=O)COc2ccc(F)cc2)c(=O)[nH]c(=O)n1Cc1ccccc1 | 1 | -1.4 | -7 | -15 | 2 | -6 | 5 | 15 | 0 | -6
COCc1c(C(=O)N2CCN(Cc3ccc(C#N)cc3)CC2)oc2ccccc12 | -2 | 0.2 | -14 | . | 1 | -7 | -1 | . | -8 | -14
COC(=O)[C@@]1(Cc2ccccc2)[C@H]2C(=O)N(C)C(=O)[C@H]2[C@H]2CN=C(SCc3ccc(C#N)cc3)N21 | . | 0.9 | -8 | -3 | -1 | -1 | 2 | 3 | -18 | -17
CC(=O)Nc1ccc(C(=O)OCC(=O)NC(=O)NC2CCCCC2)cc1 | 2 | -0.8 | 0 | -4 | -13 | 3 | -1 | 4 | -12 | -14
CC(C)C[C@H]1CN=C(Nc2ccccc2)N1CC1CCCC1 | . | 0.8 | -8 | -5 | 3 | 0 | 0 | 5 | -3 | -8
COc1ccc2oc(C(=O)OCC(=O)NC(C)c3ccccc3)c(C)c2c1 (centres undefined) | -1 | -0.7 | -2 | -27 | -4 | 0 | 0 | . | 31 | -8
Cc1c(-c2nnc(SCC(=O)O)n2-c2ccccc2Br)nnn1-c1ccccc1 | 1 | 0.4 | 2 | -4 | 0 | -3 | -1 | 4 | 24 | 8
C=CCOc1cccc(/C=N/NC(=O)CN(c2cc(Cl)ccc2OC)S(=O)(=O)c2ccc(C)c([N+](=O)[O-])c2)c1 | -3 | 1.5 | 1 | 18 | -2 | 1 | -3 | -18 | 4 | -3
CCc1nn(CC(=O)NCCCN2CCOCC2)c(=O)c2cc3sccc3n12 | 2 | -1.6 | -12 | 0 | 4 | -1 | 2 | 0 | 37 | -3
COc1ccc(OCCOCCN2CCc3ccccc3C2)cc1 | 2 | 1.4 | -5 | -16 | -9 | 1 | 1 | 16 | -7 | -10
Cc1ccccc1-c1cc(C(=O)NCc2cccc(Br)c2)n(CC2CC(c3cccnc3)=NO2)n1 (centres undefined) | . | 0.6 | 4 | 26 | -3 | -1 | -8 | -26 | 35 | 6
COc1ccc(CN2CCNC(=O)C2CC(=O)NC2CCCCCC2)c(C)c1C (centres undefined) | 0 | -1.3 | -1 | 8 | 0 | -8 | 0 | -8 | 1 | -15
O=C(Nc1cccc(C(F)(F)F)c1)c1scc2c1OCCO2 | 7 | 0.3 | -11 | 6 | 0 | 1 | -6 | -6 | -16 | -17
COCCNC(=O)c1ccc2c(c1)NC(=O)CS2 | 2 | 0.9 | 4 | -11 | -5 | -5 | 0 | 11 | 2 | -11
Cc1cc(NC(=O)CCC(=O)N(Cc2ccc(F)cc2)C(C(=O)NC2CCCC2)c2ccco2)no1 (centres undefined) | 6 | -2.3 | -11 | . | -21 | -3 | 4 | . | 11 | -9
CC(=O)N1CCC(C(=O)Nc2ccc(S(=O)(=O)N3CCC(C)CC3)cc2)CC1 | 0 | 1.2 | 2 | 1 | -3 | 0 | 3 | -1 | -2 | -14
Cc1ccc(OCC(=O)Nc2ccc(NC(=O)c3ccccc3)c(C)c2)cc1 | -1 | 0.0 | 1 | 23 | 9 | -4 | 1 | . | 24 | -5
CCCCNC(=O)/C(C#N)=c1\s/c(=C\c2ccccc2OC(F)F)c(=O)n1CCCOC | -1 | 0.3 | -4 | 6 | 0 | 4 | 1 | -6 | 9 | -2
O=C(CO/N=C/c1cccc([N+](=O)[O-])c1)NC1CCCCCC1 | -1 | 2.8 | -9 | -12 | 4 | 1 | -1 | 12 | 39 | 0
CC(C)OC(=O)CSc1nnc(-c2cnccn2)n1Cc1ccco1 | -1 | -0.1 | -5 | . | 3 | -2 | -1 | . | -3 | -6
Cc1ccc(C)c(NC(=O)CN(C)C(=O)c2nn(C)c(=O)c3ccccc23)c1 | -1 | -0.9 | -16 | -10 | 3 | -4 | 2 | 10 | 2 | -7
CCCc1cc(=O)n2nc(N3CCC(C(=O)NCc4ccc(C)o4)CC3)sc2n1 | -6 | -1.1 | 4 | 6 | 6 | -4 | -4 | -6 | -13 | -9
COC(=O)c1ccc(CNC(=O)/C=C/c2cc([N+](=O)[O-])ccc2OC(F)F)cc1 | 1 | -0.6 | -11 | 30 | -6 | -6 | -1 | -30 | -8 | -15
COc1ccc(-c2c(-c3cc(OC)c(OC)c(OC)c3)noc2C)cn1 | . | -0.1 | 5 | 1 | -14 | 0 | -4 | -1 | -1 | 6
O=C(CCC(=O)N(CC(=O)NC1CCCC1)C1CCCC1)Nc1ccccn1 | . | -1.6 | -5 | 4 | -1 | 0 | -4 | -4 | 22 | -1
